POLI inh: inhibitors of human DNA polymerase iota; Pol iota fluorescent replication assay, 10 min; Potency, µM (series often up to 115 µM), inactives show at the highest dose activity, negative = inhibition, most hits filed as inhibitors; actives 1% (n = 390,000); note: potency is the fitted concentration of half-maximal effect
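Fluorescent replication assay read twice, at 0 min and 10 min after adding 50 nM (final) substrate. Enzyme (10 nM) and compounds were first incubated 15 min at room temperature; enzyme-free buffer wells were negative controls.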
LDHA inh: LDHA (human) enzyme inhibition | P00338 | purified LDHA, NADH/diaphorase-resazurin fluorescence; hits give low values | activity change, % (values are at about 110 or 230 µM) | actives 0.15% (n = 480,000); in the data active = activity change below about -30%; inconclusive = mostly about -25% to -30%;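 note: plate controls were DMSO wells for no effect and wells without enzyme for full effect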
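Remaining NADH was detected by diaphorase (0.133 mg/mL) converting 37 µM resazurin to fluorescent resorufin, read at 0 and 20 minutes. The preceding 5-minute room-temperature reaction used 2 nM LDHA, 0.2 mM sodium pyruvate and 0.06 mM NADH at pH 7.4.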
POLB inh: blocks human DNA polymerase beta activity; actives 1.3% (n = 340,000); AID 485314; Pol beta primer extension/strand displacement, fluorescence kinetic; Potency, µM (highest dose often 114 µM), for the others: at the top dose activity change, negative = inhibition, actives largely listed as inhibitors; P06746; note: potency is the fitted concentration of half-maximal effect; % is set by controls: 0 for no effect and ±100 for the full control effect
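Pol beta (10 nM) and compounds were preincubated 15 min at room temperature, then 50 nM substrate (final) started primer extension/strand displacement. Reads were taken at 0 and 10 min; concentration-response data were fitted to a four-parameter Hill equation.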
GRP78 ERSR act: ER stress response induction in glioma | actives 0.02% (n = 420,000) | U87-MG GRP78 promoter luciferase reporter, 16 h | Potency, µM, for the others: at the top dose activation, most hits filed as activators; note: potency is the fitted concentration of half-maximal effect; series mostly up to about 76 µM; % of control where 0% means no effect; nearly all actives have a fitted effect of over 35% in size
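Stably transfected U87-MG glioma cells carrying a GRP78-based luciferase sensor; 16 h compound incubation. Luminescence end-point read 10 min after Bright-Glo addition at room temperature.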
POLH inh: inhibitors of human DNA polymerase eta | AID 588591 | Potency, µM (titrated, usually from 114 µM), inactives show at the highest dose activity change, negative = inhibition, hits mostly inhibitors | recombinant Pol eta, fluorescent DNA replication assay | actives 1.2% (n = 390,000) | Q9Y253; note: potency is the fitted concentration of half-maximal effect; % is set by controls: 0 for no effect and ±100 for the full control effect
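Pol eta at 10 nM preincubated with compounds 15 min at room temperature; reaction started with fluorescent substrate (50 nM final) and read kinetically at 0 and 10 min.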
Apoferritin bind: candidate novel general anesthetic via apoferritin binding. P02791. apoferritin/1-aminoanthracene competitive binding, fluorescence. Potency, µM (highest dose often 77.5 µM), inactives show top-dose activity change, negative = displacement, most hits filed as inhibitors. actives 0.074% (n = 350,000). AID 485281; note: potency is the fitted concentration of half-maximal effect; % is set by controls: 0 for no effect and ±100 for the full control effect; nearly all actives have a fitted effect of over 20% in size
Target sequence (P02791 2-175 limits assumed): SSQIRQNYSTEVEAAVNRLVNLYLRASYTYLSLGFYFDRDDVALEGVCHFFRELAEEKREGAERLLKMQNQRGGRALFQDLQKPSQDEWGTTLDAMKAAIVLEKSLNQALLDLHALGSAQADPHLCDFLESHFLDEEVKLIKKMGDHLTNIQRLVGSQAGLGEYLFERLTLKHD
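Horse-spleen apoferritin (10 uM) in 50% saturated 1-aminoanthracene in PBS was incubated 10 min at room temperature with compound. Fluorescence (ex 380, em 535 nm) was normalized to free and bound 1-AMA, with concentration-response fitted by a four-parameter Hill equation.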
APEX1 inh: blocks human APE1 abasic DNA cleavage. P27695. recombinant APE1, TAMRA/BHQ-2 abasic DNA cleavage fluorescence. Potency, µM (top dose mostly 65.8 µM), inactives show top-dose activity change, negative = inhibition, actives largely listed as inhibitors. actives 0.35% (n = 350,000);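 note: potency is the fitted concentration of half-maximal effect; plate controls were vehicle for no effect and reference inhibitor for full effect; nearly all actives have a fitted effect of over 55% in size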
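Incision of a quenched TAMRA/BHQ-2 THF abasic-site duplex (50 nM) by 0.75 nM APE1, after 15 min compound preincubation, measured as fluorescence increase over three 60 s reads. Values normalized to buffer, DMSO and NSC13755 control wells.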
Pol kappa inh: DNA polymerase kappa (human) inhibition. purified Pol kappa, fluorescent DNA synthesis assay, 10 min. Potency, µM (highest dose often 107 µM), without a hit: at the top dose activity, negative = inhibition, actives largely listed as inhibitors. actives 0.53% (n = 400,000). AID 588579; note: potency is the fitted concentration of half-maximal effect; % is set by controls: 0 for no effect and ±100 for the full control effect
Target sequence (Q9UBT6 whole entry, looked up): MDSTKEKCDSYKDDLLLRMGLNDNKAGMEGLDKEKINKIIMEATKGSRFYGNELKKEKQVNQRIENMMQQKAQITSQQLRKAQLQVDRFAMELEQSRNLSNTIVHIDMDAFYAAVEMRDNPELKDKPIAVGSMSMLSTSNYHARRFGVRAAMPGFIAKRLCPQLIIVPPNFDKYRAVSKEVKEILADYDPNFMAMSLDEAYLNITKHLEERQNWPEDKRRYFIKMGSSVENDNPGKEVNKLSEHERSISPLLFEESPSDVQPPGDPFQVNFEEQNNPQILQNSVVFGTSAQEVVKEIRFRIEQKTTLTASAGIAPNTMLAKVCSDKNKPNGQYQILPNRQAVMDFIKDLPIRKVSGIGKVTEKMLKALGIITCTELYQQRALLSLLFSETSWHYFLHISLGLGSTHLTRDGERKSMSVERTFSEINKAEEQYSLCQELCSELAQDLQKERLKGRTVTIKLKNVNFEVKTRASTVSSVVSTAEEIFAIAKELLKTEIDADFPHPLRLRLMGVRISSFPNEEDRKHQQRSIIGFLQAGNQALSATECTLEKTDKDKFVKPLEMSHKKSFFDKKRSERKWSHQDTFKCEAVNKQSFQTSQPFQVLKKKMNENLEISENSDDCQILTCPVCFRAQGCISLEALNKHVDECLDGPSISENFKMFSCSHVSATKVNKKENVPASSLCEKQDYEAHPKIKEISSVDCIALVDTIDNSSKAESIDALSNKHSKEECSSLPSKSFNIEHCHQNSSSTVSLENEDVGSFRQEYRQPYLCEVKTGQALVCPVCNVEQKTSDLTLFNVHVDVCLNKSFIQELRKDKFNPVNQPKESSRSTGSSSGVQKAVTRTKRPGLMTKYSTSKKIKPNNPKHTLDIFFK
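Here, compound and 10 nM enzyme are combined for 15 min at room temperature; adding 50 nM substrate (final) starts DNA synthesis, tracked by fluorescence at 0 and 10 min against buffer-only wells.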
BLM inh: blocks DNA unwinding by human BLM helicase; Potency, µM (series often up to 56.1 µM), without a hit: at the highest dose activity change, negative = inhibition, most hits filed as inhibitors; recombinant BLM DNA unwinding, fluorescence dequenching; actives 0.2% (n = 350,000); AID 2528;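 note: potency is the fitted concentration of half-maximal effect; plate controls were vehicle for no effect and no enzyme for full effect; nearly all actives have a fitted effect of over 35% in size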
* marks the source's active call; other numbers are inactive results; u = inconclusive; x = not tested or not shown; & = joins results of further samples; [ ] = remark or other dose. Unless noted, calls come from the whole dose curve; as a rule, active = well fitted curve in the direction sought with a large enough effect; inconclusive = small, poorly fitted or top-dose-only effect, or another doubt; inactive = no such curve, though single readings can be large; an effect the other way counts as inactive or inconclusive.

SMILES | POLI inh | LDHA inh | POLB inh | GRP78 ERSR act | POLH inh | Apoferritin bind | APEX1 inh | Pol kappa inh | BLM inh
CCS(=O)(=O)CCSc1nc2ccccc2s1 | 14% | -9 | 44% | 0% | -7% | -20% | -1% | 2% | -2%
CCCOc1cccc(C2/C(=C(/O)c3ccc(F)cc3)C(=O)C(=O)N2CCN(C)C)c1 (stereo not given) | u | -3 | 25% | 0% | -13% | -12% | -2% | -2% | 3%
c1cc(-c2nnc3n2CCCCC3)ccn1 | 39%[activator] | 0 | 17% | -3% | -8% | -5% | 2% | 5% | 1%
FC(F)(F)c1ccc(Cl)c(-n2c(-c3ccco3)n[nH]c2=S)c1 | 4% | -4 | -23% | 1% | 4% | -2% | 42% | -13% | -3%
Cc1c(Cl)cccc1NC(=O)CSc1nc(=O)n(Cc2ccco2)c2c1CCC2 | u | -2 | -14% | -2% | -13% | -14% | x | -16%[60.1 µM] | -3%
O=C(CC1C(=O)NCCN1Cc1ccc(-c2ccccc2)cc1)NCc1ccccc1 (stereo not given) | 67%[activator] | 10 | -1% | 0% | -16% | -22% | 12% | 1% | 0%
CC(C)(C)c1nnc(N/N=C/c2ccc(Br)cc2)n(N)c1=O | 15% | 1 | 3% | -1% | -21% | -14% | 0% | -7% | -3%
O=C(NCc1ccccc1)c1onc(CSc2ccncc2)c1C(=O)NCc1ccccc1 | 9% | -6 | x | -2% | 6% | x | x | -4% | x
COc1ccccc1NC(=O)c1cnc(SCC(=O)NCC2CCCO2)n(C)c1=O (stereo not given) | 22µM* | -5 | x | -3% | 40µM* | x | 13% | -15% | x
CSc1ccccc1Nc1ncnc(N)n1 | 138%[activator] | -2 | 12% | -2% | -3% | -2% | -2% | -7% | -1%
COc1cc2c(cc1OC)C1O[C@](CCCCN3C(=O)c4ccccc4C3=O)(C2)Oc2c1c(=O)oc1ccc(F)cc21 | x | x | 3.5µM* | x | x | -21%[15.3 µM] | -30%[12.4 µM] | x | u
COc1cccc(NC(=O)Nc2cccn(Cc3ccccc3)c2=O)c1 | u | 22 | -1% | 5% | -17% | 3% | -6% | -5% | -11%
CCN(CC)c1ccc(NC(=O)CSc2n[nH]c(-c3ccco3)n2)cc1 | -3% | 2 | x | 0% | -13% | x | -2% | -11% | x
Cc1ccc2cc(/C=N/NC(=O)c3ccccc3O)c(Cl)nc2c1 | 7% | -1 | 3%[57.1 µM] | 3% | 16µM* | -4% | 0% | -9% | -21%
CN(C)C(=O)c1cc(C(=O)c2ccccc2Cl)c[nH]1 | 58%[activator] | -1 | -18% | 5% | -13% | -3% | 2% | 6% | -11%
CC(C)c1ccc(NC(=O)COC(=O)c2ccc(CN3CCCC3=O)cc2)cc1 | 36%[activator] | 0 | x | -1% | -13% | x | -7% | 8% | x
COc1cc2c(NC3CCN(C)CC3)nc(N3CCCN(C)CC3)nc2cc1OCCCCN | 20µM* | 8 | x | -5% | x | x | x | 79µM* | x
COc1ccc(NC(=O)C2CCCN(S(=O)(=O)c3c(C)[nH]c(=O)[nH]c3=O)C2)cc1Cl (stereo not given) | 68%&-9%[activator] | -1&-4 | 9%&0% | -3%&-3% | -12%&-5% | 0%&-9% | 0% | -3%&0% | -2%&2%
COc1cc(CN2CCNC(=O)C2CC(=O)NCc2csc(C(C)C)n2)cc(OC)c1 (stereo not given) | 61%[activator] | 0 | 11% | -2% | -9% | -11% | 2% | 4% | 2%
CCCC(=O)Nc1nc(-c2ccccc2)ns1 | 19% | -2 | -11% | 0% | -22% | 8% | 8% | -15% | 0%
Cc1c(CC(=O)NCc2ccc(F)cc2)c(=O)oc2cc(O)c(Cl)cc12 | 16% | 4 | 5% | 7% | -9% | x | x | 17% | 1%
COc1cc2c(cc1NC(=O)CN(C)Cc1ccc(OC)c(OC)c1)oc1ccccc12 | -5% | -16 | -5%[57.1 µM] | -3% | -14% | 53%[activator] | 0% | -2%[60.1 µM] | -8%
Cc1nc(SCC(=O)N(CC(C)C)C2CCS(=O)(=O)C2)c(C#N)c(C)c1C (stereo not given) | 41%[activator] | -5 | x | 1% | -21% | x | 13% | 2% | x
Cc1ccc(C)c(NC(=O)c2nnn(CC(=O)Nc3cccc(C)c3C)c2N)c1 | -7% | -22 | 23% | -4% | -13% | 3% | x | -3% | -3%

Grouped by structure: the compounds so far containing fluorine (4)
SMILES | POLI inh | LDHA inh | POLB inh | GRP78 ERSR act | POLH inh | Apoferritin bind | APEX1 inh | Pol kappa inh | BLM inh
CCCOc1cccc(C2/C(=C(/O)c3ccc(F)cc3)C(=O)C(=O)N2CCN(C)C)c1 (stereo not given) | u | -3 | 25% | 0% | -13% | -12% | -2% | -2% | 3%
FC(F)(F)c1ccc(Cl)c(-n2c(-c3ccco3)n[nH]c2=S)c1 | 4% | -4 | -23% | 1% | 4% | -2% | 42% | -13% | -3%
COc1cc2c(cc1OC)C1O[C@](CCCCN3C(=O)c4ccccc4C3=O)(C2)Oc2c1c(=O)oc1ccc(F)cc21 | x | x | 3.5µM* | x | x | -21%[15.3 µM] | -30%[12.4 µM] | x | u
Cc1c(CC(=O)NCc2ccc(F)cc2)c(=O)oc2cc(O)c(Cl)cc12 | 16% | 4 | 5% | 7% | -9% | x | x | 17% | 1%

(more compounds)
SMILES | POLI inh | LDHA inh | POLB inh | GRP78 ERSR act | POLH inh | Apoferritin bind | APEX1 inh | Pol kappa inh | BLM inh
CCc1ccc(CNC(=O)c2ccc3nc(SCc4ccc(F)cc4)n(C)c3c2)cc1 | 34%[activator] | -1 | -2% | 0% | -22% | 10% | x | 6% | -4%
O=C(COC(=O)/C=C/c1ccc(C(F)(F)F)cc1)NCc1ccco1 | -20% | -2 | 4% | -2% | 1% | -6% | 57%[activator] | 6% | -3%
CCc1c(C)nc(N2CCN(c3ccc(F)cc3)CC2)[nH]c1=O | 1% | -13 | 10% | -1% | -18% | -4% | -11% | -5% | -3%
Cc1ccc(N2C(=O)C3C(C(=O)c4ccccc4)=NN(c4ccccc4)C3C2=O)cc1 (stereo not given) | 1% | -3 | 30% | -1% | -11% | 4% | 4% | -30% | 0%
CN(C(=O)c1ccco1)c1nc2c(s1)CCCC2 | 4% | -1 | -6% | -12% | -2% | -16% | -1% | -12% | -2%
Cc1ccccc1OCC(=O)Nc1ccc(-c2nc3ncccc3o2)cc1 | 11% | -7 | 4% | -2% | u | -4% | x | -5% | -12%
CCOC(=O)Nc1c(C(=O)OC)[nH]c2cccc(OC)c12 | 16% | 3 | -23% | -5% | 4% | 3% | 0% | 1% | -2%
CCOc1ccc(N(CC(=O)N/N=C/c2ccc(OC(C)C)cc2)S(C)(=O)=O)cc1 | 27% | -3 | 2% | -2% | -26% | -22% | 0% | -26% | -9%
Cc1ccc(NC(=O)CSc2nnc(CCNC(=O)OC(C)(C)C)o2)c(C)c1 | -1% | -1 | 16% | -3% | -11% | -15% | 16% | -2% | -7%
Cc1[nH]nc2c1-c1nc3ccccc3nc1C(C)(C)C2 | 0% | 5 | 0% | -1% | -7% | -6% | 3% | -6% | -4%
CO[C@]1(NC(=O)C2SC(=C(C(N)=O)C(=O)O)S2)C(=O)N2C(C(=O)O)=C(CSc3nnnn3C)CS[C@H]21 (stereo not given in full) | x | x | x | -5% | x | -2%[29.3 µM] | x | -13%[19.4 µM] | -4%[21.4 µM]
Cc1ccccc1NC(=O)c1ccc2c(c1)OCCO2 | 5% | -3 | u | 4% | -15% | 4% | 4% | -7% | 0%
CCC(C)c1ccccc1NC(=O)COc1ccc(-c2nnco2)cc1 (stereo not given) | 14% | 2 | x | 6% | -13% | x | 20% | -2% | x
CCOC(=O)C[n+]1ccc2c([nH]c3ccccc32)c1C | 196%[activator] | -2 | 2% | -4% | -12% | 448%[activator] | -14% | -10% | -6%
NC(=O)COc1ccc(C(=O)NCC2(N3CCOCC3)CCCCC2)cc1 | 16% | -3 | x | -7% | -15% | x | 13% | -14% | x
COc1ccccc1-c1ccc(/C=C2/C=C(C)OC2=O)o1 | u | 12 | -3% | 0% | -16% | 7% | -1% | -27% | -15%
COc1ccc(N(CC(=O)Nc2ccc(C(N)=O)cc2)S(=O)(=O)c2ccc(C)c([N+](=O)[O-])c2)cc1 | 50%[activator] | -9 | 86% | -4% | -8% | -15% | -6% | -19% | 0%
Cc1c(C(=O)N2CCN(CCc3ccccc3)CC2)oc2ccccc12 | -12%[58.9 µM] | -5 | -1% | 0% | -7% | u | 2% | -2% | 4%
COC(=O)c1ccc(/C=N/NC(=O)CC(=O)NCc2cccnc2)cc1 | -24% | -7 | 2% | -6% | 0% | u | 1% | -3% | -3%
CC(=O)Nc1cccc(NC(=O)COC(=O)CO/N=C(\C)c2ccc3c(c2)OCO3)c1 | 96%[activator] | 0 | -15% | -5% | -16% | u | 22% | -16% | 0%
Cc1ccc(C)n1-n1cnc2sc3c(c2c1=O)CCC3 | 22% | -3 | 3% | 0% | -10% | u | -4% | -4% | 0%
COc1ccc(NC(=O)Cn2c(=O)n(Cc3ccco3)c(=O)c3sc4ccccc4c32)cc1OC | 41%[activator] | 3 | 1% | -4% | -21% | -21% | x | -3% | -9%
Cc1ccc(NC(=O)COC(=O)CCc2c[nH]c3ccccc23)c(C)c1 | -25% | 0 | x | -4% | -14% | x | -14% | 2% | x
OC(CN1CCCCC1)Cn1c2ccc(Cl)cc2c2cc(Cl)ccc21 (stereo not given) | 3% | 1 | 6% | -13% | -12% | -1% | -37% | -11% | 177%[activator]
COCCn1c(=O)c(-c2cccc(C#N)c2)nc2cnc(OC)nc21 | x | x | x | -5% | x | x | -1% | 3%[60.1 µM] | 0%
COC(=O)c1cc(C(=O)OC)n(Cc2ccc(F)cc2)n1 | 3% | -5 | 7% | 0% | 11% | -1% | 0% | -1% | 1%
Cc1nn2c(N)csc2nc1=O | x | x | 16% | x | x | -4% | -10% | x | -4%
CCOC(=O)C1(C/C(C)=N/NC(N)=O)CC(C)(C)OC1=O (stereo not given) | 145%[activator] | -6 | -25% | -2% | -4% | -2% | 1% | -6% | 0%
Cc1nn(C)c(C(=O)NC(=S)Nc2ccc([N+](=O)[O-])cc2)c1Cl | -4% | 1 | 3% | 3% | -15% | -18% | -3% | 6% | -1%

These rows are one share of the data. The share of hits here may be higher or lower than overall.
